DAX1 inh-1: NR0B1 (DAX1) inhibition. HEK293 Gal4-DAX1 luciferase reporter, luminescence. inhibition, % at 6.75 µM. 0.99% of 340,000 active. AID 504766;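 active means inhibition above the mean over all tested compounds plus 3 SD, cut at about 4.2% in these data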;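 further: 0% = DAX1-transfected cells with DMSO and 100% = empty-vector control cells with DMSO; inhibition shows as a rise in luminescence from relieved DAX1 repression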
DAX1 inh-2: DAX1 (NR0B1) inhibition, primary screen. HEK293T StAR-luciferase reporter, SF-1/DAX-1 repression relief. inhibition, % at 6.8 µM. 1.1% of 370,000 active. AID 652010;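 active means inhibition above the mean over all tested compounds plus 3 SD, cut at about 3.6% in these data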;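 further: 0% = DAX-1 cells with DMSO and 100% = cells lacking DAX-1 with DMSO; higher inhibition means more luminescence from relief of DAX-1 repression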
PG9 Ab binder: PG9 antibody binding by small molecule. inhibition, % at 6.7 µM. 0.43% of 360,000 active. AID 624416. TR-FRET gp120-PG9 antibody binding; in the data active means inhibition above about 8.5%
hgDAF12 agonist: activates the H. glycines DAF-12 receptor ligand-binding domain; activation, % at 6.8 µM; AID 687014; HEK293 GAL4-hgDAF12 UAS-luciferase reporter, agonist luminescence; normalized to butyrate control; 1.8% of 370,000 active;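 active means activation above a cutoff set at the mean of all screened compounds plus 3 SD, cut at about 10% in these data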;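 further: 0% = DMSO wells and 100% = sodium butyrate wells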
hcDAF12 agonist: H. contortus DAF-12 activation, primary screen; 1.4% of 370,000 active; activation, % at 6.8 µM; HEK293 hcDAF-12 lit1-tk-luc reporter, luminescence; 0% DMSO, 100% Δ7-dafachronic acid;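 active means activation above the mean of all tested compounds plus 3 SD, cut at about 5.5% in these data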;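 further: 100% = response to 3 µM Δ7-dafachronic acid high control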
ADAM10 inh: ADAM10 inhibition, QFRET primary screen. O14672. 0.62% of 370,000 active. inhibition, % at 7 µM. recombinant ADAM10, EDANS/DABCYL FRET peptide cleavage, 3 h. AID 720582;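 active means inhibition above a per-campaign cutoff equal to the mean of compounds falling between control-based bounds plus 3 SD, cut at about 20% in these data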;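 further: 0% = DMSO wells while the 100% control is not disclosed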
ssDAF12 agonist: S. stercoralis DAF-12 activation, primary screen; HEK293 ssDAF-12/GRIP1 lit1-tk-luc reporter, luminescence; % of 3 µM dafachronic acid response; AID 652126; 1% of 370,000 active; activation, % at 6.8 µM;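 active means activation above the mean over all tested compounds plus 3 SD, cut at about 0.9% in these data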;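 further: 0% = DMSO-only wells and 100% = 3 µM delta7-dafachronic acid wells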
FXN GAA850 act: frataxin GAA850 promoter activation. activation, % at 6 µM. HEK293 lucGAA850 FXN promoter luciferase reporter, 24 h; percent of 10 µM SAHA response. AID 540364. 0.56% of 360,000 active;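 active means activation above the average of all compounds screened plus 3 SD, cutoff fixed separately per campaign, cut at about 7.5% in these data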;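 further: 0% = DMSO wells and 100% = 10 µM SAHA wells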
SMARCA2 act: activators of SMARCA2 function; MG213 cells, MMTV-luciferase reporter, dexamethasone, overnight; activation, % at 9.1 µM; 1% of 370,000 active; AID 652017; in the data active means activation above about 7.8%;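 further: 0% = vehicle wells and 100% = reference activator wells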
ADAM17 inh: ADAM17 inhibition, QFRET primary screen. AID 720648. 0.83% of 370,000 active. P78536. recombinant ADAM17, EDANS/DABCYL FRET peptide cleavage. inhibition, % at 6.95 µM;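 active means inhibition above the mean of compounds lying between control limits plus 3 SD, set per campaign, cut at about 8.5% in these data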;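 further: 0% = DMSO-only wells as the low control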
Target sequence (P78536 215-824 limits assumed): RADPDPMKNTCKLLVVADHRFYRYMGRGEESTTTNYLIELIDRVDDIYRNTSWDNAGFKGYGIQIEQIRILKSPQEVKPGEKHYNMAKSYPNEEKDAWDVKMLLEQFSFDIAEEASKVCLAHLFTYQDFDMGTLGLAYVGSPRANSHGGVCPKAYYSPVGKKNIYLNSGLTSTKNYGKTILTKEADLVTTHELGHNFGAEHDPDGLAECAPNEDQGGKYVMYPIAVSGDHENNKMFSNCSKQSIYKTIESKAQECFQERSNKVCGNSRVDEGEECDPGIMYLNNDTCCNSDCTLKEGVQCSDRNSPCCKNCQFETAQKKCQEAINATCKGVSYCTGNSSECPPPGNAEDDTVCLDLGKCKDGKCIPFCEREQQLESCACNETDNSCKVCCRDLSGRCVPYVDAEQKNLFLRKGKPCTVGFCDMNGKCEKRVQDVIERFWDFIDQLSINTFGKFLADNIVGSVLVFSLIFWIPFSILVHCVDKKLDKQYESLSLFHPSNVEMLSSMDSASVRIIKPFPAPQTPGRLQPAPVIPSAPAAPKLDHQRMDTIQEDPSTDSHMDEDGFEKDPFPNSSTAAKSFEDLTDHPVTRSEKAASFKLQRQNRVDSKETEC
NPR1 activator: GC-A (human) enzyme activation. 0.14% of 370,000 active. activation, % at 10 µM. AID 1671463. P16066. HEK293 GC-A cells, cGMP TR-FRET, EC30 ANP; 0% at EC30 ANP, 100% saturating ANP; in the data active means activation above about 40%
* marks the source's active call; other numbers are inactive results.

1. CC(C)c1ccc(C2N3CC4([N+](=O)[O-])CN2CC([N+](=O)[O-])(C3)C4(C)C)cc1 (centres undefined)
2. COc1ccc(C2(CNC(=O)CCC(=O)O)CCCC2)cc1OC
3. CC(C)(C)c1cccc(Oc2nn[nH]n2)c1
4. O=Cc1ccccc1-c1cn(CCCOCc2ccccc2)nn1
5. Cc1cc(=O)n2nc(N3CCCC(C(=O)NCCc4ccc(Cl)cc4)C3)sc2n1 (centres undefined)
6. O=C(Nc1ccc2ccccc2c1)/C(=C/c1cccc(Br)c1)NC(=O)c1ccco1
7. Cc1cc(C)cc(OCC(=O)Nc2ccc3c(c2)C(=O)c2ccccc2C3=O)c1
8. Cc1ccc(S(=O)(=O)N2CC3(C)CN(S(=O)(=O)c4ccc(C)cc4)CC(C)(C2)C3=O)cc1

assay / compound	1	2	3	4	5	6	7	8
DAX1 inh-1	-1.3	0.7	1.0	-1.0	-0.6	-0.3	0.7	-1.3
DAX1 inh-2	0.4	0.1	0.2	-0.2	-0.1	-0.6	0.0	-1.1
PG9 Ab binder	-2.0	-1.9	-1.0	0.0	0.2	-2.8	-2.5	0.4
hgDAF12 agonist	-2.3	1.2	-1.8	2.0	-2.4	1.4	0.3	1.5
hcDAF12 agonist	1.6	4.6	-0.8	-0.4	-1.5	1.8	-1.7	1.4
ADAM10 inh	2.9	3.9	-6.6	-1.2	4.3	-3.8	0.2	-9.8
ssDAF12 agonist	-1.3	-0.6	-1.5	-0.8	-0.9	-1.7	-1.5	-0.5
FXN GAA850 act	-0.1	1.3	2.8	0.7	0.6	-0.8	0.4	-0.1
SMARCA2 act	13.0*	-1.6	1.4	0.8	0.2	-0.1	-0.1	-4.6
ADAM17 inh	0.4	-1.9	-1.9	-2.4	0.6	-0.7	-0.6	-1.8
NPR1 activator	0.9	0.8	2.8	-1.4	-2.1	-3.4	-6.0	-2.7

9. CC1(C)CC2CC(C)(CN2CC(O)COc2ccccc2)C1 (centres undefined)
10. COc1cccc(Oc2ccc(C(F)(F)F)cc2NC(=O)C2=COCCO2)c1
11. COc1cc(C(=O)OCC(=O)NC2CCCCC2)cc2c1OCCO2
12. COc1cc(/C=N/Nc2nc3ccccc3[nH]2)ccc1O
13. C[C@@H]1C2CC(C/C2=N\NC(=O)c2ccncc2)C1(C)C (some centres undefined)
14. O=C(C1c2ccccc2Oc2ccccc21)N1CCN(c2ccc(Cl)cc2)CC1
15. CCCCOC(=O)COc1ccc(Cl)cc1Cl
16. Oc1ccc(Nc2nc(-c3ccccc3O)nc3ccccc23)cc1

assay / compound	9	10	11	12	13	14	15	16
DAX1 inh-1	-1.4	-0.6	2.0	-0.4	0.1	0.9	0.1	-0.3
DAX1 inh-2	-0.6	-1.2	-0.4	0.7	0.2	-0.7	0.4	-0.9
PG9 Ab binder	0.8	-0.1	-0.7	-15.8	-1.1	0.8	-0.7	0.2
hgDAF12 agonist	-3.7	-0.8	0.7	1.5	4.7	0.6	-2.4	0.0
hcDAF12 agonist	-0.1	0.4	-1.0	5.1	-1.1	-1.4	0.2	-0.1
ADAM10 inh	5.8	10.6	-2.8	-27.5	-2.1	-1.5	-0.6	11.9
ssDAF12 agonist	0.0	-1.3	-0.6	-0.8	0.4	-0.5	-1.7	-1.2
FXN GAA850 act	0.3	2.7	0.4	-1.7	0.0	-0.5	-0.6	1.6
SMARCA2 act	2.7	-2.1	0.2	1.1	-1.4	-2.6	4.3	-2.3
ADAM17 inh	1.6	3.6	-1.8	-6.5	0.2	-1.6	1.4	2.2
NPR1 activator	3.4	8.7	1.3	-11.0	-1.0	-1.4	2.6	14.4

An excerpt of these results, as tab-separated lines.
entry	canonical_smiles	DAX1 inh-1	DAX1 inh-2	PG9 Ab binder	hgDAF12 agonist	hcDAF12 agonist	ADAM10 inh	ssDAF12 agonist	FXN GAA850 act	SMARCA2 act	ADAM17 inh	NPR1 activator
6	O=C(Nc1ccc2ccccc2c1)/C(=C/c1cccc(Br)c1)NC(=O)c1ccco1	-0.3	-0.6	-2.8	1.4	1.8	-3.8	-1.7	-0.8	-0.1	-0.7	-3.4
7	Cc1cc(C)cc(OCC(=O)Nc2ccc3c(c2)C(=O)c2ccccc2C3=O)c1	0.7	0.0	-2.5	0.3	-1.7	0.2	-1.5	0.4	-0.1	-0.6	-6.0
8	Cc1ccc(S(=O)(=O)N2CC3(C)CN(S(=O)(=O)c4ccc(C)cc4)CC(C)(C2)C3=O)cc1	-1.3	-1.1	0.4	1.5	1.4	-9.8	-0.5	-0.1	-4.6	-1.8	-2.7
9	CC1(C)CC2CC(C)(CN2CC(O)COc2ccccc2)C1 (centres undefined)	-1.4	-0.6	0.8	-3.7	-0.1	5.8	0.0	0.3	2.7	1.6	3.4
10	COc1cccc(Oc2ccc(C(F)(F)F)cc2NC(=O)C2=COCCO2)c1	-0.6	-1.2	-0.1	-0.8	0.4	10.6	-1.3	2.7	-2.1	3.6	8.7
11	COc1cc(C(=O)OCC(=O)NC2CCCCC2)cc2c1OCCO2	2.0	-0.4	-0.7	0.7	-1.0	-2.8	-0.6	0.4	0.2	-1.8	1.3
12	COc1cc(/C=N/Nc2nc3ccccc3[nH]2)ccc1O	-0.4	0.7	-15.8	1.5	5.1	-27.5	-0.8	-1.7	1.1	-6.5	-11.0
13	C[C@@H]1C2CC(C/C2=N\NC(=O)c2ccncc2)C1(C)C (some centres undefined)	0.1	0.2	-1.1	4.7	-1.1	-2.1	0.4	0.0	-1.4	0.2	-1.0

Following part.
17. O=C(NCCN1CCOCC1)c1cc(-c2ccccc2Cl)on1
18. C[C@H](CO)N1C[C@H](C)[C@H](CN(C)S(=O)(=O)c2cccs2)Oc2ccc(NC(=O)Nc3ccc4c(c3)OCO4)cc2CC1=O
19. CCOc1ccc(OCC(=O)NCCS(=O)(=O)N2CCN(c3ccc(F)cc3)CC2)cc1
20. CC(NC(=O)NNC(N)=S)(C(F)(F)F)C(F)(F)F
21. CCC(=O)N1c2ccc(S(=O)(=O)CCC(=O)Nc3nccs3)cc2CC1C (centres undefined)
22. COc1cc(OC)cc(C(=O)NCCCCc2ccccc2)c1
23. Cc1ccc(NC(=O)CSc2nc3c(cc2C#N)C(=O)CCC3)cc1S(=O)(=O)N(C)C
24. O=C(c1csc2c1CCCC2)N1CCN(c2cccc(C(F)(F)F)c2)CC1

assay / compound	17	18	19	20	21	22	23	24
DAX1 inh-1	2.5	0.7	-0.2	3.4	-0.2	1.0	-2.6	-0.6
DAX1 inh-2	0.0	0.0	-2.2	0.2	-0.3	0.3	-0.6	-0.2
PG9 Ab binder	-0.6	1.9	3.0	-1.7	-2.4	-0.5	13.1*	0.9
hgDAF12 agonist	-0.1	-1.6	0.6	-0.4	-1.1	-1.8	-3.9	0.0
hcDAF12 agonist	-2.2	-1.8	-2.6	-1.2	-1.4	-0.9	-0.6	-1.3
ADAM10 inh	-7.2	26.9*	1.4	11.3	9.6	9.0	-1.4	1.7
ssDAF12 agonist	-0.7	-1.4	-1.3	-2.4	-1.2	-1.3	-2.0	-1.2
FXN GAA850 act	1.1	10.3*	0.5	-0.7	0.9	-1.6	-1.2	2.7
SMARCA2 act	-4.7	0.4	-2.8	2.8	1.4	0.5	-2.0	-1.9
ADAM17 inh	-0.7	12.9*	-1.3	0.3	-0.1	1.2	-0.5	0.8
NPR1 activator	-1.9	1.0	2.4	-2.1	1.1	-1.8	6.6	1.1

Screening data deposited in PubChem by several laboratories.
